D1 agonist = agonists of human D1 dopamine receptor. P21728. hit rate 1% among 360,000. activation, % at 2 µM. HEK293 T-REx D1 cells, calcium flux, agonist mode; in the data active means activation above about 30%; further: 0% is about no effect
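Inducible HEK293 T-REx D1 cells, force-coupled to calcium signalling, were plated at 4000 cells/well with tetracycline and held overnight at 30 C. After no-wash calcium dye loading, compound-evoked calcium rise over 180 s flagged agonists.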
D1 potentiator = human D1 dopamine receptor positive modulation. AID 504651. P21728. hit rate 0.036% among 360,000. HEK293 TREx D1 cells, calcium flux, dopamine EC20 potentiation. potentiation, % at 10 µM; in the data active means potentiation above about 30%; further: 0% is about no effect
RXFP1 ag = RXFP1 (human) receptor agonism | Q9HBX9 | HEK293T-RXFP1 cAMP TR-FRET, 30 min; response scale: percent of porcine relaxin response, buffer zero | Potency, µM (doses to about 57.5 µM), for inactives: at the highest dose activation, usual class: activators | hit rate 0.3% among 370,000; active means well fitted activation curve with a large enough effect; inconclusive means small, poorly fitted or top-dose-only effect; further: potency means the concentration at half of the fitted maximal effect; on the % scale 0 is the no-effect control and ±100 the full control effect; nearly all actives have a fitted effect of over 60% in size; many of its hits are not listed in these tables
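cAMP rise read by TR-FRET after 30 min, 37C compound exposure (up to 58 uM) in RXFP1-transfected HEK293 cells with Ro 20174 present. EC50 from Hill-equation fits, with 29 nM porcine relaxin as 100% and buffer as basal.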
D2 antag = antagonizes the human D2 dopamine receptor; HEK293 TREx D2 cells, calcium flux, dopamine EC80; inhibition, % at 10 µM; hit rate 2% among 340,000; in the data active means inhibition above about 30%; further: 0% is about no effect
Target sequence (P14416 whole entry, looked up): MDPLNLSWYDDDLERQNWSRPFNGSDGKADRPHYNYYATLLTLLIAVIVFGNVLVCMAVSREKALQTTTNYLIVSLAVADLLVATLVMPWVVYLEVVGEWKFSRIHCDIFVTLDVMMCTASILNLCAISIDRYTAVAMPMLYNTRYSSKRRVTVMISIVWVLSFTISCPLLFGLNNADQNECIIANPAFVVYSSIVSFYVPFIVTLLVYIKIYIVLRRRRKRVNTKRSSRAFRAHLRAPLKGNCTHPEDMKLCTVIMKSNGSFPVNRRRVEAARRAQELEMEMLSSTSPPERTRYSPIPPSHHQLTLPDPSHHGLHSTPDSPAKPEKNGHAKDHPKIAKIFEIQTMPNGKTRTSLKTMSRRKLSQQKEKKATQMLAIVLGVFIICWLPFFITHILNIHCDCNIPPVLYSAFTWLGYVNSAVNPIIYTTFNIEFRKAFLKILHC
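Calcium mobilization kinetics were recorded at 1 s intervals in tetracycline-induced HEK293 T-REx D2 cells, first for 180 s after compound addition and then 180 s after EC80 dopamine.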
D2 agonist = agonists of human D2 dopamine receptor | P14416 | HEK293 T-REx D2 cells, calcium flux agonist mode | activation, % at 2 µM | hit rate 0.53% among 340,000;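 active means activation over 3 SD above normal in the single-dose calcium agonist read, cut at about 30% in these data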; further: 0% is about no effect
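In this primary screen, compounds producing a positive calcium signal within 180 s of addition to tetracycline-induced, force-coupled HEK293 Trex D2 cells are flagged; cells are dye-loaded with a no-wash calcium kit beforehand.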
RXFP1 antag = blocks the human relaxin receptor RXFP1; Q9HBX9; HEK293-RXFP1, relaxin-stimulated cAMP HTRF, 30 min; active compounds read low; activity change, negative = inhibition, % at 57.5 µM; hit rate 0.59% among 350,000;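 active means activity change of -60% or lower, but not beyond a set lower limit; inconclusive means change between -60% and -40%, or beyond the set limit; inactive means change above -40%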; further: on the % scale 0 is the no-effect control and ±100 the full control effect
D1 antagonist = blocks dopamine activation of the human D1 receptor. HEK293 TREx D1 cells, calcium flux, dopamine EC80; active compounds read low. P21728. activity change, negative = inhibition, % at 10 µM. hit rate 3.2% among 360,000; in the data active means activity change below about -30%; further: on the % scale 0 is the no-effect control and ±100 the full control effect
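Allosteric or orthosteric antagonism assessed as attenuation of the calcium response to EC80 dopamine, added 180 s after compound, in induced HEK293 Trex D1 cells loaded with no-wash calcium dye.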
D2 potentiator = D2 dopamine receptor (human) potentiation; AID 485347; HEK293 T-REx D2, calcium flux, EC20 dopamine potentiation; hit rate 0.34% among 340,000; potentiation, % at 10 µM; P14416;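 active means potentiation over 3 SD above the plate norm, cut at about 30% in these data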; further: 0% is about no effect
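Potentiation of an EC20 dopamine calcium response is measured in a force-coupled, tetracycline-inducible Hek293 Trex D2 line. Compound-only kinetic reads over 180 s flag agonists before dopamine addition.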
TRHR PAM = allosteric enhancers of human TRH receptor; P34981; TRHR cells, fluo-8 calcium fluorescence, EC20 TRH enhancement; hit rate 0.66% among 360,000; enhancement, % at 2 µM; in the data active means enhancement above about 30%; further: 0% is about no effect
Target sequence (P34981 whole entry, looked up): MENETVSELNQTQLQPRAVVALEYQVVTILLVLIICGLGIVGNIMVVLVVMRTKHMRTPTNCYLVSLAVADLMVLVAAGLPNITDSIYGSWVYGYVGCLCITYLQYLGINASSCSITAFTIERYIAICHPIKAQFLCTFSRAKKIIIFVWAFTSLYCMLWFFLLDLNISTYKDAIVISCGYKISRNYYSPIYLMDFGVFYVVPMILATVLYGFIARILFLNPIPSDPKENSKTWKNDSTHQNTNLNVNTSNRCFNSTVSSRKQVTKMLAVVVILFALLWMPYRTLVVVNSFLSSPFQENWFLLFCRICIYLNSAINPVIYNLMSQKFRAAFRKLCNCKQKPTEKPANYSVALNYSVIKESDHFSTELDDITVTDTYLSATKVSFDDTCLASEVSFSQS
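Enhancer read-out: after compound pinning and an initial kinetic agonist-mode read, an EC20 of TRH (10 nM final) was injected and fluo-8 calcium signal (Ex 480/Em 530) followed at 1 s/cycle for 100 cycles in TRHR-expressing cells.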
* hit, by the source's call; ? = inconclusive; . = not tested or not shown; & = joins results of further samples. An excerpt. The share of hits here may be higher or lower than overall.

no.	smiles	D1 agonist	D1 potentiator	RXFP1 ag	D2 antag	D2 agonist
1	C[C@H](NC(=O)c1ccc(Cl)cc1)C(=O)NNC(=O)c1cccs1	1	-6	0.6%	5	0.1
2	COc1cccc(C2CC(c3cccc(OC)c3)n3nc(N)nc3N2)c1 (configuration not stated)	0	-1	0.1%	1	0.9
3	CCC1CCCCN1Cc1ccc(OC)c(C)c1 (configuration not stated)	0	0	-0.1%	.	.
4	O=C(CC1CCCCC1)NC1CCCC1	4	-3	5.2%	-1	0.5
5	Cc1ccc(C(=O)N/N=C\C=C\c2ccccc2[N+](=O)[O-])cn1	4	7	-2.1%	47*	2.4
6	Cc1ccc(NC(=O)C2C3C=CC4(O3)C2C(=O)N(CCCN2CCCCC2)C4C(=O)NC2CCCCC2)cc1Cl (configuration not stated)	0	-3	-4.2%	0	0.9
7	COc1cccc(C(=O)C[n+]2ccccc2/C=N/O)c1	5	-3	0.1%	.	.
8	CCn1c2ccccc2c2cc(NC(=O)c3cc(OC)cc(OC)c3)ccc21	2	6	1.1%	-3	-0.5
9	CCOC(=O)c1cc(C)n(CC2CCC(C(=O)Nc3ccc(C)cc3)CC2)c1C (configuration not stated)	-2	-2	-0.7%	.	-0.1
10	COC(=O)c1sc(N)c(C(=O)OC)c1CSc1nnc(-c2ccccc2Cl)n1C	1	-7	-0.1%	.	.
11	Cc1ccnc(N/C=C(/NC(=O)c2ccccc2)C(=O)N/N=C\c2ccc(Cl)cc2)n1	1	1	2.0%	0	-2.7
12	COc1ccc(NS(=O)(=O)c2cccc(C(=O)NCC(c3ccc(F)cc3)N3CCOCC3)c2)cc1 (configuration not stated)	4	-5	0.4%	-5	0.4

no.	RXFP1 antag	D1 antagonist	D2 potentiator	TRHR PAM
1	7	-4	4	-9
2	3	7	8	-2
3	4	-1	.	-12
4	3	15	3	-1
5	-2	0	-31	-4
6	0	-9	-17	4
7	-2	-3	.	-4
8	.	-26	4	1
9	5	-17	-2	3
10	-9	-6	.	-3
11	-35	-17	-3	-1
12	-4	8	1	-9

The list continues:
no.	smiles	D1 agonist	D1 potentiator	RXFP1 ag	D2 antag	D2 agonist
13	O=C(CC1Sc2ccccc2NC1=O)NCc1ccccc1 (configuration not stated)	0	-2	4.3%	-6	-0.4
14	Cc1cccc(N2CCN(C(=O)Cn3nc(C)c4sc5ccccc5c4c3=O)CC2C)c1 (configuration not stated)	9	-5	-0.4%	.	.
15	CCN(CC(=O)Nc1ccc(NC(C)=O)cc1)C(=O)CCCOc1ccc(C(C)(C)C)cc1	32*	7	1.8%	.	.
16	CN(C)/C=N/c1ncc(C(=O)c2ccccc2)s1	4	0	4.5%	-12	-0.2
17	CCOC(=O)c1c(C)[nH]c(C)c1C(=O)CSc1nnc(-c2ccncc2)n1C	2	-6	1.2%	-6	1.0
18	Cc1cc(C)cc(NC(=O)CCCc2nnc3n(CC(C)C)c(=O)c4sccc4n23)c1	4	-4	0.8%	.	0.9
19	CCCC(CCC)C(=O)NCCN1CCOCC1	1	1	-1.6%	16	1.3
20	Cc1cccc(CCN2C(Nc3ccccc3)=NC[C@@H]2CC(C)C)c1	215*	11	0.4%	70*	60*
21	Cn1nnnc1SCC1=C(C(=O)O)N2C(=O)C(NC(=O)C3CC3c3ccccc3)C2SC1 (configuration not stated)	2	1	-1.1%	.	.
22	CC(C)Cn1c(=O)c2sccc2n2c(CCCC(=O)Nc3ccc(Cl)cc3)nnc12	2	3	2.9%	.	-0.6
23	Clc1cccc(/C=N/N2CCN(Cc3ccccc3)CC2)c1	5	-3	2.5%	-7	-0.4
24	CC1Cc2ccccc2N1C(=O)CSc1nnc(NC(=O)Cc2cccs2)s1 (configuration not stated)	8	1	0.0%	-2	-0.2

no.	RXFP1 antag	D1 antagonist	D2 potentiator	TRHR PAM
13	3	17	1	-10
14	-23	-14	-16	-4
15	-24	0	.	5
16	2	-2	1	-4
17	-14	11	-1	11
18	-3	4	.	-3
19	0	5	.	-8
20	.	-19	-25	-24
21	-2	-22	.	1
22	0	-7	1	3
23	-15	-33*	-3	1
24	-21	1	-2	0

D1 antagonist: what is marked active above.
| cpd | SMILES | D1 agonist | D1 potentiator | RXFP1 ag | D2 antag | RXFP1 antag | D1 antagonist | D2 potentiator | TRHR PAM |
| --- | --- | --- | --- | --- | --- | --- | --- | --- | --- |
| 23 | Clc1cccc(/C=N/N2CCN(Cc3ccccc3)CC2)c1 | 5 | -3 | 2.5% | -7 | -15 | -33* | -3 | 1 |

(further entries)
no.	smiles	D1 agonist	D1 potentiator	RXFP1 ag	D2 antag	D2 agonist
25	COc1ccccc1NC(C#N)c1ccccc1OCc1ccccc1 (configuration not stated)	1	-4	2.5%	3	-0.4
26	O=C(Nc1nccs1)c1ccc(N2C(=O)[C@@H]3[C@H](C2=O)[C@H]2C=C[C@@H]3C2)cc1	1	-4	-2.1%	9	0.2
27	O=S(=O)(c1ccc2c(c1)OCCO2)N1CCN(c2nc(-c3cccnc3)nc3ccccc23)CC1	3	1	2.1%	-5	0.5
28	Cc1cc(=O)c2ccc(Cl)cc2[nH]1	2	-3	0.0%	3	1.0
29	CCC1CCCCN1C/C=C/c1ccccc1[N+](=O)[O-] (configuration not stated)	2	1	-2.8%	.	.
30	Cc1ccc(-c2noc(C3CCCN(C(=O)C4CCCCC4)C3)n2)o1 (configuration not stated)	0	-3	0.1%	0	0.3
31	Cn1c(=O)oc2cc(S(=O)(=O)N3CCC(C(=O)NCC4COc5ccccc5O4)CC3)ccc21 (configuration not stated)	1	-7	0.4%	-1	0.3
32	CCN(CC)S(=O)(=O)c1ccc(C(=O)NCCCN=C2NS(=O)(=O)c3ccccc32)cc1	1	-1	11%	0	-0.4
33	COC(=O)c1ccc(NC(=O)CCOc2ccccc2)cc1	2&0	-7&-1	0.9%&-0.8%	-6	-0.2&0.2
34	CCCN(CCC)CCCNC(=S)Nc1ccc2nc(N3CCN(CC)CC3)cc(C)c2c1	1	3	-0.8%	-1	17
35	Nc1ccc(Cl)c(S(=O)(=O)Nc2ccc(Cl)cc2)c1	0	1	0.3%	-12	0.5
36	O=C(CN1C2CCCC1CC(NC(=O)c1ccccc1)C2)Nc1ccccc1C(F)(F)F (configuration not stated)	0	0	-2.0%	.	.

no.	RXFP1 antag	D1 antagonist	D2 potentiator	TRHR PAM
25	-7	0	-9	-8
26	-2	9	-7	-17
27	.	-7	-2	3
28	.	-4	-3	-7
29	-13	5	-20	-5
30	-11	3	-2	-5
31	.	-35*	-13	-5
32	8	-27	4	1
33	13&21	3&-12	-6&-11	2&-1
34	11	-6	-16	-1
35	-4	1	9	3
36	-3	-6	.	-13

Carrying on.
no.	smiles	D1 agonist	D1 potentiator	RXFP1 ag	D2 antag	D2 agonist
37	COC(=O)c1ccc(Oc2nc(NC(C)C)nc(NC(C)C)n2)cc1	7	2	0.2%	-7	-0.4
38	COc1ccc(CC(=O)c2ccc(O)cc2O)cc1	4	-4	-4.3%	-18	-0.1
39	COc1ccc(N2CCN(CCNC(=O)Nc3cc(Cl)ccc3OC)CC2)cc1	44*	-16	-2.2%	2	-3.7
40	COc1cc(NC(=O)c2ccnnc2)cc(C(=O)Nc2cccc(C(F)(F)F)c2)c1	5	-3	0.0%	-9	1.0
41	Clc1ccc(-c2noc3c2-c2nc(Cc4cccc5ccccc45)sc2CC3)cc1	2	-5	-0.1%	19	0.8
42	Cc1cc(C)n(-c2ccc(F)cc2CN2CCN(C3CCCC3)C(CCO)C2)n1 (configuration not stated)	0	5	-0.2%	7	0.7
43	O=C(NCc1nnc2c(C(F)(F)F)cc(Cl)cn12)c1ccc(Br)o1	0	0	?	-7	-0.1
44	Cc1cccc(OCCSc2nc3ccc(NC(=O)COc4ccccc4F)cc3s2)c1	7	1	-0.2%	.	-2.2
45	COc1ccc(Nc2nc(-c3cccnc3)nc3ccccc23)cn1	3	3	0.2%	-9	-1.3
46	O=C(O)CSc1c2c(nc3cc(C(=O)Nc4cccc(C(F)(F)F)c4)ccc13)CCC2	1	1	2.1%	-3	-0.7
47	CC1(C(=O)NC2CCCC2)CCC(=O)N1CCC1=CCCCC1 (configuration not stated)	1	-5	-0.2%	14	0.6
48	COc1cc(NC(=O)c2ccc(C)cc2)c(OC)cc1NC(=O)CN1CCOCC1	0	-5	1.8%	16	-0.4

no.	RXFP1 antag	D1 antagonist	D2 potentiator	TRHR PAM
37	-35	-19	-2	-3
38	.	12	-5	-3
39	-3	-18	7	29
40	.	-14	16	1
41	.	-9	-5	-7
42	-4	-15	0	11
43	20	1	-1	-3
44	.	-26	.	6
45	-8	2	1	-6
46	-23	2	1	-9
47	-5	-16	3	-1
48	0	11	17	-5

Following part.
no.	smiles	D1 agonist	D1 potentiator	RXFP1 ag	D2 antag	D2 agonist
49	O=C(Cn1cnc2ccccc2c1=O)N(Cc1ccco1)c1ccc(O)cc1	3	-8	0.0%	-6	0.2
50	COc1ccc(NC(=O)c2sc3ncnc(N4CCN(c5ccccn5)CC4)c3c2C)cc1Cl	9	-4	-0.5%	.	.
51	CCOc1ccc(-n2cnnn2)cc1S(=O)(=O)NC1CC1	1	2	-0.8%	13	0.6
52	COc1ccc(C(C(=O)NC(C)(C)C)N(C(=O)CCC(=O)Nc2cc(C)on2)c2cccc(F)c2)cc1 (configuration not stated)	0	-5	-0.7%	4	0.2
53	O=C(OCC(=O)N1CCCc2ccccc21)c1cccc(C(F)(F)F)c1	8	1	2.6%	1	1.4
54	CC(=O)c1ccc(OC(=O)CN2C(=O)c3ccccc3C2=O)cc1	3	-2	-0.6%	-3	0.2
55	COc1ccccc1NC(=O)Cc1c(F)cccc1Cl	2	-7	0.6%	0	-0.6

no.	RXFP1 antag	D1 antagonist	D2 potentiator	TRHR PAM
49	-4	7	1	-4
50	0	-11	.	9
51	13	4	3	7
52	-8	12	6	7
53	-26	-4	-13	-11
54	3	0	11	-2
55	9	-13	10	0

Some of the entries above, reformatted:
cpd	SMILES	D1 agonist	D1 potentiator	RXFP1 ag	D2 antag	D2 agonist	RXFP1 antag	D1 antagonist	D2 potentiator	TRHR PAM
51	CCOc1ccc(-n2cnnn2)cc1S(=O)(=O)NC1CC1	1	2	-0.8%	13	0.6	13	4	3	7
50	COc1ccc(NC(=O)c2sc3ncnc(N4CCN(c5ccccn5)CC4)c3c2C)cc1Cl	9	-4	-0.5%	.	.	0	-11	.	9
53	O=C(OCC(=O)N1CCCc2ccccc21)c1cccc(C(F)(F)F)c1	8	1	2.6%	1	1.4	-26	-4	-13	-11
54	CC(=O)c1ccc(OC(=O)CN2C(=O)c3ccccc3C2=O)cc1	3	-2	-0.6%	-3	0.2	3	0	11	-2

In a second layout: results already given.
Each structure is followed by: D1 agonist	D1 potentiator	RXFP1 ag	D2 antag	D2 agonist	RXFP1 antag	D1 antagonist	D2 potentiator	TRHR PAM
#54 CC(=O)c1ccc(OC(=O)CN2C(=O)c3ccccc3C2=O)cc1
    3	-2	-0.6%	-3	0.2	3	0	11	-2
#51 CCOc1ccc(-n2cnnn2)cc1S(=O)(=O)NC1CC1
    1	2	-0.8%	13	0.6	13	4	3	7
